# ROC1-CUL1 inh – blocks human RBX1-Cullin-1 di-ubiquitin formation | P62877+Q13616 | in vitro K48 di-Ub FRET, acceptor:donor ratio, 45 min | inhibition, % at 10 µM | hit rate 0.6% among 140,000; in the data active = inhibition above about 25%
# Target sequence (P62877 whole entry, looked up): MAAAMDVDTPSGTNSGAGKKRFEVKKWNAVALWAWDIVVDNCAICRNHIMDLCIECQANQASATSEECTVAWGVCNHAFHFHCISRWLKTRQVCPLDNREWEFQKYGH
# Target sequence (Q13616 whole entry, looked up): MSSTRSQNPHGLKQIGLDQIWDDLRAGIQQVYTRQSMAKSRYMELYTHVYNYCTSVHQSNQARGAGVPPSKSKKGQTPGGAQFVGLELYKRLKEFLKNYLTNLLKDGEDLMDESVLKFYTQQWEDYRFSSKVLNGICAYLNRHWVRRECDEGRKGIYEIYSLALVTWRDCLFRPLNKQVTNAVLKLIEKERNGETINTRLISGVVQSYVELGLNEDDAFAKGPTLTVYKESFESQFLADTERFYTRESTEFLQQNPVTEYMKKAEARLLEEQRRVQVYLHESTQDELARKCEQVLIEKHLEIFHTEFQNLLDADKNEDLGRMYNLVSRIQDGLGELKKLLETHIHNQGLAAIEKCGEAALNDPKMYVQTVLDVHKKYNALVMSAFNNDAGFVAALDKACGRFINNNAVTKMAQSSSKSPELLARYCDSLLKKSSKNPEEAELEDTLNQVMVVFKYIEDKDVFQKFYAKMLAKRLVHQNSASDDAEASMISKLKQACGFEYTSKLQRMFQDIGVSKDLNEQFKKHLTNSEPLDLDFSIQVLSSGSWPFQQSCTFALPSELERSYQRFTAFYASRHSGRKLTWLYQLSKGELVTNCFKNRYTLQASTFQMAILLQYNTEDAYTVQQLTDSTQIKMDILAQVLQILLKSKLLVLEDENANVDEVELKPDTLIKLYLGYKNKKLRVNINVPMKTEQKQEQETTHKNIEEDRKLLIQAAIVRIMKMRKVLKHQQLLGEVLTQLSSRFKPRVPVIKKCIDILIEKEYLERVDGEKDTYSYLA
# * hit, by the source's call.
SMILES,ROC1-CUL1 inh
CCOc1ccc(CNC(=O)C2CCCN(c3nnc(C)c4c(C)n(-c5ccccc5)nc34)C2)cc1 (stereo not given),2
CC1=Nc2cc(C(=O)NCCc3ccccc3)ccc2Sc2c(C)ccc(C)c21,-6
COc1ccc(-c2cnnc(N(C)Cc3cccc4cnccc34)n2)cc1,2
Cc1ccc(NC(=O)CCC(=O)NNC(=S)Nc2ccc(F)cc2)c(C)c1,-9
CCOC(=O)c1sc(S)c(C(C)=O)c1C,1
COc1cccc(NC(=O)c2cc3c(-c4ccc(Cl)cc4)nn(C)c3s2)c1,3
O=C(NCCCCc1ccccc1)c1nn(-c2ccccc2F)nc1CO,-2
CCc1ccccc1Nc1nn2c(=O)c3ccc(C(=O)NCCCOC(C)C)cc3nc2s1,6
COc1ccc(NC(=O)CSc2nncn3c2cc2occc23)c(OC)c1,0
Cc1ccc(-n2nc3ccc4nonc4c3n2)cc1,-2
COC(=O)C(c1ccccc1)n1ncc(N2CCCCC2)cc1=O (stereo not given),-3
CC(=O)Nc1ccc(Nc2ccc3cc(S(=O)(=O)N4CCCCC4)ccc3n2)cc1,-3
O=C(O)c1cc(S(=O)(=O)N2CCCCC2)sc1Cl,6
N#CC1C(=N)N(c2ccc(Br)cc2)C2=C(C(=O)CCC2)C1c1ccsc1 (stereo not given),-6
Cc1ccc(C(=O)Oc2ccc(N(C(=O)c3ccc(C)cc3)S(=O)(=O)c3cccs3)cc2)cc1,-1
C#CCOc1ccc(C2c3c(n[nH]c3C)OC(=N)C2C#N)cc1 (stereo not given),3
CSc1ccc(CC2(CCC(=O)N3CCC(c4ccc(F)cc4)C3)CCC(=O)N2)cc1 (stereo not given),-6
Cc1ccc2c(ccc(=O)n2C)c1,-2
CC1(C)OC(c2ccc(Cl)cc2Cl)Nc2ccccc21 (stereo not given),5
Cc1ccccc1NC(=O)c1cc2c(-c3ccccc3)nn(-c3ccccc3)c2s1,-1
Cc1cccc(OCCCCn2c(C3CC(=O)N(c4ccc(C)cc4C)C3)nc3ccccc32)c1 (stereo not given),6
O=S(=O)(Nc1ccc(Cc2ccncc2)cc1)c1ccc(Br)cc1,0
COc1cc(-c2noc(CSc3nc(-c4ccc(F)cc4)cc(=O)[nH]3)n2)cc(OC)c1OC,3
Cc1ccc(S(=O)(=O)N=S=C(c2ccccc2)c2c(C)cc(C)cc2C)cc1,3
Cc1ccc(-c2csc3[nH]c(=S)[nH]c(=O)c23)c(C)c1,12
Cc1cccc(NC(=O)c2ccc(Cl)c(N)c2)c1C,2
COc1ccc(-c2c(C)c3ccc(O)c(CN4CCCC4)c3oc2=O)cc1OC,-3
COc1cccc(B(OCCN)c2ccccc2)c1,-5
O=C(CN1CCc2ccccc2C1)Nc1ccc(Oc2ccccc2)cc1,-8
COc1ccc(-n2c(SCC(=O)O)nnc2-c2sc3ccccc3c2Cl)cc1,2
COCCCNC(=O)c1ccc(C)cc1,4
CC(C)(C)c1ccc(OC(=O)C23CCC(C)(C(=O)O2)C3(C)C)cc1 (stereo not given),-2
CC1CC(N)=NN1c1ccccc1 (stereo not given),-4
CCc1ccc(CNC(=O)c2cnc3sc(N4CCOCC4)nn3c2=O)cc1,1
Cc1ccc(CN(C(=O)COc2ccc(Br)cc2)c2ccccn2)o1,0
O=C(O)C1CC=CCC1C(=O)Nc1ccc(N2CCN(c3ccc(F)cc3)CC2)cc1 (stereo not given),-4
CC(C)Oc1cc(OC(C)C)c(Br)cc1Br,-5
COc1ccc(S(=O)(=O)c2c(Nc3cccc(Cl)c3)sc(C(=O)c3ccccc3)c2N)cc1,-2
COc1ccc(CNCCSc2nnnn2-c2ccccc2)cc1,0
CCOC(=O)C1(Cc2ccc(F)cc2)CCCN(C(=O)c2ccco2)C1 (stereo not given),-3
CC(C)NC(=O)C1CCCN(c2ncnc3onc(-c4ccc(F)cc4)c23)C1 (stereo not given),7
CCCc1[nH]nc2c1C(c1ccccc1C(F)(F)F)C(C#N)C(=N)O2 (stereo not given),10
Cc1cc2c(cc1C)N(C(=O)CSc1nc3ccccc3[nH]1)C(C)(C)CC2C (stereo not given),7
CNCc1cc(Cl)c(OCc2ccccc2)c(Cl)c1,0
CCOC(=O)N1CCN(Cc2ccc3c(c2)CN(C(=O)CC2=CCCCC2)CCO3)CC1,-6

# Taken from above.
# Cc1ccc(CN(C(=O)COc2ccc(Br)cc2)c2ccccn2)o1 – ROC1-CUL1 inh: 0
# COCCCNC(=O)c1ccc(C)cc1 – ROC1-CUL1 inh: 4
# CC(C)NC(=O)C1CCCN(c2ncnc3onc(-c4ccc(F)cc4)c23)C1 (stereo not given) – ROC1-CUL1 inh: 7
# COc1ccc(CNCCSc2nnnn2-c2ccccc2)cc1 – ROC1-CUL1 inh: 0
# CC(C)Oc1cc(OC(C)C)c(Br)cc1Br – ROC1-CUL1 inh: -5
# CC(C)(C)c1ccc(OC(=O)C23CCC(C)(C(=O)O2)C3(C)C)cc1 (stereo not given) – ROC1-CUL1 inh: -2

# (next part)
SMILES,ROC1-CUL1 inh
CCCCN1C(=O)C(=Cc2ccc(OC)cc2)C(=O)N(CCCC)C1=S,-3
CC(=O)COc1cc(C)cc(C)c1,-1
Cc1cccc(N2CCN(S(=O)(=O)Cc3ccc(F)cc3)CC2)c1C,-4
Cc1ccc(C(=O)Oc2cc(-c3ccc4c(c3)OCO4)cc(=O)c3c(C)oc(C)c23)cc1,7
CCC1CN(C(=O)N2CCC(C(=O)N(C)Cc3ccccc3)CC2)c2ccccc2O1 (stereo not given),6
COCCNC(=O)c1ccc(S(=O)(=O)N2CCC(C)CC2)cc1,-8
O=C(O)c1ccc2oc(C(=O)c3ccccc3)cc2c1,13
O=C(CNS(=O)(=O)c1cc(Cl)ccc1Cl)Nc1ccc(OCc2ccccc2)cc1,-7
C/C(=N\NC(=O)c1cc(C(C)C)cc(C(C)C)c1O)c1ccco1,-2
C=CCNc1nc(-c2ccccc2)c(-c2ccccc2)s1,1
CCNC(=O)CC1Sc2ccc(C(F)(F)F)cc2NC1=O (stereo not given),6
CC1CC(=O)NC(=S)N1c1ccccc1 (stereo not given),11
COc1cccc(-c2[nH]nc3c2C(c2ccc(C(C)C)cc2)C(C#N)C(=N)O3)c1 (stereo not given),6
Cc1cc(C(F)(F)F)nc(SCC(=O)Nc2sc3c(c2C#N)CCC3)c1C#N,-8
CC(C(=O)O)N(C)Cc1ccccc1 (stereo not given),-1
CC(OCCCc1ccccc1)n1ccnc1 (stereo not given),1
COC(=O)c1ccc2c(c1)N(CC(=O)Nc1ccc(C)cc1Cl)C(=O)c1ccccc1S2,-3
COc1cc(OC)c(-c2noc(/C(=N/N)c3ccccc3)c2/C(=N/N)c2ccccc2)c(OC)c1,7
COc1ccc(CN2CCc3[nH]nc(-c4ccccc4)c3C2)c(F)c1,7
COc1ccc(C(=O)NC(=S)Nc2ccc(CN3CCOCC3)cc2)cc1Cl,4
CCOc1ccc(C2C(C(=O)c3ccc(Br)cc3)C(=O)C(=O)N2CCOCCO)cc1 (stereo not given),3
O=C(c1ccc(C2CCCN2)s1)N1CCC(n2c(=O)[nH]c3ccccc32)CC1 (stereo not given),-1
CCN(Cc1ccncc1)C1CCCN(C(=O)c2cccc(C(=O)OC)c2)C1 (stereo not given),-3
Cc1nc(-c2ccncc2)ncc1C(C)NC(=O)Cn1cccn1 (stereo not given),-4
O=C(c1ccccc1)n1nc(-c2ccco2)nc1NCc1cccs1,0
COc1cc(OC)cc(C(=O)Nc2cc(-c3nc4ccccc4s3)ccc2C)c1,0
CCOC(=O)C1CCCN(C(=O)c2c(C)nn(-c3ccc(F)cc3)c2-n2cccc2)C1 (stereo not given),-3
COc1ccc(NC(=O)Cc2noc3ccc(C)cc23)cc1Cl,3
O=C(CN1CCN(c2cccc(Cl)c2)CC1)Nc1ccc(SCc2ccc(Cl)cc2Cl)cc1,-1
Cc1ccccc1OCCn1c(=N)n(C(C)C)c2ccccc21,2
CCS(=O)(=O)c1ncc(CN(C)CCN2CCOCC2)n1CCOC,17
CCCCc1nn2c(=O)cc(COC(=O)c3ccccc3C)nc2s1,-10
O=C(CN1C(=O)COc2ccc(S(=O)(=O)N3CCCCC3)cc21)NCc1ccc(F)cc1,1
O=C1c2cccc3c2C(C(=O)CC3)C(=O)C1c1ccccc1 (stereo not given),8
c1ccc(OCc2cn3ccccc3n2)nc1,11
COCCCNc1ncnc2sc(C(=O)NCC3CC3)c(C)c12,1
CCOc1ccc(N(C(=O)c2ccc(Cl)cc2)S(=O)(=O)c2ccc3c(c2)n(C)c(=O)n3C)cc1,4
O=C1NCCN(Cc2ccoc2)C1CC(=O)N1CCc2c(Cl)cccc2C1 (stereo not given),8
Nc1c(C(=O)Nc2ccc(Cl)c(C(=O)O)c2)sc2nc3c(cc12)CCCCCC3,16
O=C(N/N=C/c1cccnc1)C(c1ccccc1)c1ccccc1,-16
COc1ccc(CNC(=O)C2CCN(S(=O)(=O)c3ccc(F)cc3)CC2)cc1,-5
O=C1c2ccccc2N(c2ccccc2)C(=O)C1(Cl)Cc1ccccc1 (stereo not given),-8
NCCCCCCNC(=S)Nc1ccccc1,8
Cc1cc(C)c(OCC(=O)N/N=C/c2ccc(O)cc2O)c(Br)c1,-3
Cc1noc(NS(=O)(=O)c2ccc(NC(=O)CS(=O)(=O)c3ccccc3)cc2)c1C,3

# Sorted by the number under ROC1-CUL1 inh (ascending): 3 from the list above.
SMILES,ROC1-CUL1 inh
O=C1c2ccccc2N(c2ccccc2)C(=O)C1(Cl)Cc1ccccc1 (stereo not given),-8
CCOc1ccc(N(C(=O)c2ccc(Cl)cc2)S(=O)(=O)c2ccc3c(c2)n(C)c(=O)n3C)cc1,4
Nc1c(C(=O)Nc2ccc(Cl)c(C(=O)O)c2)sc2nc3c(cc12)CCCCCC3,16

# Carrying on.
SMILES,ROC1-CUL1 inh
CCCCCSc1n[nH]c(=O)[nH]c1=O,2
CNC(=O)COc1ccc(C)cc1OC,-11
CC(=O)c1cccc(NC(=O)[C@H]2O[C@@H]3OC(C)(C)O[C@@H]3[C@H]3OC(C)(C)O[C@H]32)c1,-3
COc1ccc(N2C(=N)C(C#N)C(c3cc(CN4CCOCC4)cs3)C3=C2CCCC3=O)cc1 (stereo not given),-3
CC(C)(C)OC(=O)Nc1ccc(CN2CCC(C(O)(c3ccc(C(F)(F)F)cc3)c3ccc(C(F)(F)F)cc3)CC2)cc1,16
CCn1c(COc2cccc(C)c2)nnc1SCC(=O)Nc1ccccc1C,6
FC(F)(F)c1nc2ccccc2nc1-c1cccc(Cl)c1,12
COc1c([N+](=O)[O-])c(=O)n(-c2ccccc2)c2ccccc12,4
CC(C)C1=NN2C(=N)/C(=C\c3cn(Cc4cccc5ccccc45)c4ccccc34)C(=O)N=C2S1,9
CCOc1ccc(S(=O)(=O)Nc2ccc3c(c2)CCCN3S(=O)(=O)c2ccc(C)cc2)cc1,-3
COc1ccc(NC(=O)CCCc2nnc3n(CCC(C)C)c(=O)c4sccc4n23)c(OC)c1,-9
Cc1ccc(Oc2ncccc2CNC2CCOCC2)cn1,2
COC(=O)C1C(C)=NC2=C(C(=O)CCC2)C1c1ccccc1OCc1ccccc1 (stereo not given),-2
O=c1cc(C2CCCN(CCn3c(=O)oc4ccccc43)C2)nc[nH]1 (stereo not given),-2
CCCCNC(=O)c1cccc(OC(C)C)c1,10

# Ordered by molecular weight (high to low): 3 of the compounds above
SMILES,ROC1-CUL1 inh
CCc1ccc(CNC(=O)c2cnc3sc(N4CCOCC4)nn3c2=O)cc1,1
O=C1NCCN(Cc2ccoc2)C1CC(=O)N1CCc2c(Cl)cccc2C1 (stereo not given),8
O=C(O)c1ccc2oc(C(=O)c3ccccc3)cc2c1,13

# The listing continues.
SMILES,ROC1-CUL1 inh
COc1ccc(S(=O)(=O)N2CCN(Cc3ccc4c(c3)OCO4)CC2)cc1C,4
Nc1ccc(C(=O)NCCc2ccccc2)cc1,5
COc1ccc(Cl)cc1NC(=O)[C@H]1O[C@@H]2OC(C)(C)O[C@@H]2[C@H]2OC(C)(C)O[C@H]21,2
Cc1ccc(S(=O)OCCN2C(=O)C3CC=C(Cl)CC3C2=O)cc1 (stereo not given),-2
O=C(NC1CC(=O)N(c2ccccc2)C1)C1CCCC1 (stereo not given),0
COc1cc(NS(=O)(=O)c2ccc(NC(=O)c3ccc(Cl)cc3Cl)cc2)nc(OC)n1,-1
Cc1ccc(/C=C2\N=C(c3ccc(C)cc3)OC2=O)cc1,-7
COc1c(C)cc(S(=O)(=O)NC(C)C)c(C)c1C,-12
CCC(=O)N1c2ccccc2-c2nnc(SC)nc2OC1c1ccc(C(F)(F)F)cc1 (stereo not given),12
O=C1c2ccccc2C(=O)c2c1nnn2Cc1ccc(F)cc1,13
O=C1C2ON(c3ccccc3)C(c3ccc(Cl)cc3Cl)C2C(=O)N1c1ccccc1 (stereo not given),-3
O=C(NCc1ccc(-n2cccn2)cc1)/C(=C\c1ccccc1)c1ccccc1,-11
O=C(Nc1ccc(Cl)cc1)N1CCC(CN2CCCC2)CC1,-2
COc1ccccc1C(C)N(C)Cc1nc(-c2ccccn2)no1 (stereo not given),0
Cc1c2cnn(-c3ccccc3)c(=O)c2c(C)n1CCCC(=O)Nc1ccc(F)cc1F,-12
Cc1ccc(NC(=O)C(=O)NCC(c2cccnc2)N2CCN(C)CC2)cc1F (stereo not given),2
Cc1ccc(CNC(=O)c2cnc3c(-c4ccc(F)cc4)c(C)nn3c2C)o1,4
COc1ccc(Cn2ccc3nc(C)c(C(=O)NCc4ccc(C)cc4)cc3c2=O)cc1,5
COc1ccc(C2C(C(=O)c3ccco3)C(=O)C(=O)N2CCc2ccc(OC)c(OC)c2)cc1 (stereo not given),2
CCOc1ccc(C2C(C(N)=O)C(C)=Nc3nc(-c4cccc(Cl)c4)nn32)cc1OC (stereo not given),4
COc1cc(/C=C2\C(=N)N3N=C(Cc4cccs4)SC3=NC2=O)cc(OC)c1OC,7

# Screens from PubChem.

# Not all compounds are listed. The share of hits here may be higher or lower than overall.
